# Screens: PubChem BioAssay, Johns Hopkins Ion Channel Center
# CHT inh: inhibits the human high affinity choline transporter; Q9GZV3; CHT-expressing cells, membrane potential dye, choline response; active compounds read low; B-score at 10 µM; 0.86% of 310,000 active;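 active = B-score over 3 SD under the library average, and starting fluorescence ratio not unusually high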;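 note: choline stimulus applied at its EC90 after an EC20 pre-addition; B-score computed on integrated fluorescence ratio after choline addition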
# Target sequence (Q9GZV3 whole entry, looked up): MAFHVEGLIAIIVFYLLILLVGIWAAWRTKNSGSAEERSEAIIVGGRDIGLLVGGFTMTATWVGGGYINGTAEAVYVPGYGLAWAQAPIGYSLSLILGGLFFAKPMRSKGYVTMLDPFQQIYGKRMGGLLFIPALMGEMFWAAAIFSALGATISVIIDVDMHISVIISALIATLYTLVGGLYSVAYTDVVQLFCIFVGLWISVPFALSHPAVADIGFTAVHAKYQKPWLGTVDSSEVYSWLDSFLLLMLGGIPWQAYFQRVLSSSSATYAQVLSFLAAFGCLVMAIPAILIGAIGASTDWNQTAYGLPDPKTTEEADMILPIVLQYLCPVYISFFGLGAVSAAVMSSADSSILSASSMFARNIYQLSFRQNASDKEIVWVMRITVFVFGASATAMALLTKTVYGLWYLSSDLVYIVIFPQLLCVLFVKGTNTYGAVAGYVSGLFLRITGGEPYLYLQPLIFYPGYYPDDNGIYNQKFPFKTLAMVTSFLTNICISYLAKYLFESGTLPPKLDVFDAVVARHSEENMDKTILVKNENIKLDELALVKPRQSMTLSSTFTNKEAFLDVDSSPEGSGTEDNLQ
# Kir21 inh: blocks the mouse Kir2.1 inward-rectifier potassium channel; HEK293-Kir2.1, FluxOR thallium flux fluorescence; active compounds read low; 0.85% of 310,000 active; P35561; B-score at 10 µM;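 active = fluorescence ratio B-score at or below minus 3 SD of library scores, with starting-brightness B-score within 2 SD, cut at about -4.2 in these data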;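 note: channel flux triggered by added potassium and thallium sulfate stimulus; B-score of peak minus minimum fluorescence over baseline after thallium stimulus; more negative B-score means stronger Kir2.1 block with less thallium influx; some compounds called inactive have numbers as strong as hits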
# Target sequence (P35561 whole entry, looked up): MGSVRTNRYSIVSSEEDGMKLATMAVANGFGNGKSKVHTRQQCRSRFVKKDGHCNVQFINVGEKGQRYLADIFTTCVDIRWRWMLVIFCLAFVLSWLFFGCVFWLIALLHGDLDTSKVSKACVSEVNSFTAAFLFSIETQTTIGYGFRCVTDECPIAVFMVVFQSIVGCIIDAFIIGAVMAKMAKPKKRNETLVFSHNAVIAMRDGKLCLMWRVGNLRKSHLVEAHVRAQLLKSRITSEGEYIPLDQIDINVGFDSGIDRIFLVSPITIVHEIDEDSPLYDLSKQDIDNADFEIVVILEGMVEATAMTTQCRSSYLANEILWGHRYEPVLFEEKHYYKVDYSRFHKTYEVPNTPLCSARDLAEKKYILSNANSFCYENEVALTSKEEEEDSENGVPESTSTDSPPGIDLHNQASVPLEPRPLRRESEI
# The depositor's hits bear a star; i = inactive; . = no result given. Rows are unselected (roughly 1.6% active in at least one column).
CHT inh	Kir21 inh	SMILES
i	0.1	CCOc1ccccc1C(=O)NC(C(=O)Nc1cccnc1)C(C)C (stereo not given)
i	-0.59	CCOC(=O)C1CCN(CC(=O)c2c(C)[nH]c3cc(C)ccc23)CC1
i	1.5	COc1ccc(NC(=O)CSc2ncnc3sc(C)cc23)cc1
i	0.03	O=C(NCc1ccccc1Cl)c1ccc(CS(=O)(=O)c2ccccc2)o1
i	0	CCOC(=O)CSc1nc2c(sc(=S)n2CCc2ccccc2)c(=O)n1Cc1ccco1
i	-3.2	CC(C(=O)N(C1CC1)C1(C(=O)Nc2ccccc2)CCCC1)N1C(=O)c2ccccc2C1=O (stereo not given)
i	-0.18	Cc1ccc(C(=O)Nc2cc(C)nn2CCC#N)cc1
i	0.52	O=C(Nc1ccc2c(c1)OCO2)C(c1ccccc1)N1CCC2(CC1)OCCO2 (stereo not given)
i	-1.1	COc1cc(C(=O)N/N=C/c2ccc(OC)c(CN3CCN(c4ccc(F)cc4)CC3)c2)ccc1O
i	-1.9	COc1ccc(OC)c(-c2nnc(SCC(=O)N3CCCc4ccccc43)o2)c1
i	.	CCOc1ccc(/C=C/C(=O)c2cc(Br)ccc(=O)c2O)cc1
-5.1*	2.1	O=C(NCc1ccc2c(c1)OCO2)c1ccc(COc2cc(Cl)ccc2Cl)o1
i	-0.03	COc1ccccc1N(C)S(=O)(=O)c1ccc(C(=O)OCC(N)=O)cc1
i	0.75	CCOC(=O)c1ccc(CNC(=O)Cn2nnc(-c3cccc(C)c3)n2)o1
i	-0.17	CCC(CC)C(=O)Nc1nnc(-c2cccs2)s1
i	0.44	Cc1ccnc(NC(=O)CCC(=O)N(CC(=O)NCc2ccccc2)c2ccc3c(c2)OCO3)c1
i	0.04	COc1ccc(C(=O)O/N=C(\N)c2cccc(C)c2)cc1OC
i	0.8	O=C(c1ccco1)N1CCN(C(=O)c2ccccc2NS(=O)(=O)c2ccc(F)cc2)CC1
i	-0.36	CCC(CC)c1nnc(NC(=O)C2CC(=O)N(CCc3ccc(F)cc3)C2)s1 (stereo not given)
i	0.06	COc1cc(CC(=O)OCC(=O)Nc2cc([N+](=O)[O-])ccc2F)cc(OC)c1OC
i	-0.17	O=C(NCCN1C(=O)S/C(=C\c2cccs2)C1=O)[C@H](Cc1ccccc1)N1C(=O)c2ccccc2C1=O
i	0.88	S=C1NC2(CCCCC2)NN1c1ccccc1
i	0.53	C=CCC1=C/C(=C\c2c(N)n3nc(CC(=O)N4CCCC4)sc3nc2=O)C=C(OC)C1=O
i	0.15	Fc1cccc(-n2ncc(-c3nnnn3-c3ccccc3)c2C(F)(F)F)c1
i	-1	CCC(Sc1nccn1C)C(=O)Nc1cccc2ccccc12 (stereo not given)
i	-1.2	Cc1ccc(CNC(=O)c2cc(=O)c3ccccc3o2)cc1
i	-0.08	COc1ccc(OC)c(C(=O)c2ccc(C(=O)N3CCN(Cc4csc(C)n4)CC3)cc2)c1
i	-1.5	CC1CCc2c(nc3ncnn3c2NCCc2ccccc2F)C1 (stereo not given)
i	0.07	CN1CCc2c(sc(/N=C/c3c[nH]c4ccccc34)c2C(N)=O)C1
i	0.25	CC1CCN(S(=O)(=O)c2cccc(-c3csc(-c4cccnc4)n3)c2)CC1
i	0.76	COc1ccc(C(=O)NCCNc2nc3cc(C)c(C)cc3cc2C)cc1
i	-0.12	CCCCn1c(NCc2cccs2)nc2ccccc21
i	1.1	O=C(NCCCCCCCCCNC(=O)C(F)(F)F)C(F)(F)F
i	-0.11	COC(=O)c1[nH]nc2c1C(=O)N(Cc1ccccc1)C2=O
i	-0.11	O=C(Nc1nnc(-c2ccc(Cl)cc2)o1)c1cccc(N2C(=O)CCC2=O)c1
i	-0.91	CCCCNC(=O)c1oc2ccc(S(=O)(=O)N3CCCC3)cc2c1C
i	0.26	C=CCC(O)(CCN1CCCCC1)c1ccccc1 (stereo not given)
i	0.75	CCOc1ccc(-n2c(=O)[nH]cc(C(=O)N3CCCc4ccccc43)c2=O)cc1
i	-0.98	COc1ccccc1Cn1c(=S)[nH]c2cc(C(=O)NCCN(C)C)ccc2c1=O
i	0.05	O=[N+]([O-])c1cccnc1N1CCOCC1
i	-2.6	COc1ccc(C2C(C(C)=O)=C(O)C(=O)N2c2nc3ccccc3s2)cc1OC (stereo not given)
i	-6.4*	CN(C)C(CNC(=O)CCc1nc2cc(Cl)ccc2n(Cc2ccccc2)c1=O)c1ccccc1 (stereo not given)
i	-0.62	Fc1ccc(CSc2nnc(-c3cccnc3)n2Cc2ccco2)cc1
i	-0.43	O=C(c1cc2ccccc2oc1=O)N1CCN(c2ccc(N3CCOCC3)nn2)CC1
i	-1.3	CCC(=O)Nc1ccccc1C(=O)N1CCCC1
i	1.1	Cc1nn(CC(=O)c2ccc(Cl)cc2Cl)c(C)[n+]1N
i	-0.16	CC1CCC2C(=O)N(c3ccc(C(=O)NCc4ccccc4)cc3)C(=O)C2C1 (stereo not given)
i	0.04	O=S(=O)(CCN1CCOCC1)c1ccc(Cl)cc1
i	-1.4	O=C(OCCN1CCOCC1)C(c1ccccc1)c1ccccc1
i	-0.4	O=C(CSc1ncnc2c1oc1ccccc12)Nc1cccc(F)c1
i	.	CCOC(=O)c1cc(C)sc1NC(=O)CCC(=O)O
i	-0.15	Cc1cc(C)c2c(n1)SCC(=O)N2CC(=O)Nc1cccc(Cl)c1
i	-0.01	CCN(CC)S(=O)(=O)c1ccc(N2CCCC2)c(C(=O)OCC(=O)/C(C#N)=C(\C)N)c1
i	1.7	CC1=CC(c2ccc(Cl)cc2)n2nc(NS(=O)(=O)c3ccc(C)cc3)nc2N1 (stereo not given)
i	1.5	Cc1cnc(C(=O)N2CCCC(C(=O)c3ccc(C(F)(F)F)cc3)C2)cn1 (stereo not given)
i	-1.5	Cc1ccc(CNC(=O)CCn2nc(-c3ccc(Cl)cc3)ccc2=O)cc1
i	1.8	COc1cc(OC)c(OC)cc1/C=N/Nc1ncnc2c1[nH]c1ccccc12
i	-2.4	CC(=O)Nc1ccc(NS(=O)(=O)c2c(Cl)cccc2Cl)cc1
i	0.01	C#CCOCCOCCOCCNc1nc(N2CCOCC2)nc(N2CCN(C(=O)[C@H]([C@@H](C)CC)n3cc([C@@H](N)CO)nn3)CC2)n1
i	1.7	Cc1cc(C)nc(/N=C(/NC(=O)c2ccccc2)Nc2ccccc2)n1

# Three entries from above, ordered by the value under Kir21 inh, largest number first:
SMILES,Kir21 inh
COc1ccc(NC(=O)CSc2ncnc3sc(C)cc23)cc1,1.5
COc1ccc(C(=O)O/N=C(\N)c2cccc(C)c2)cc1OC,0.04
C#CCOCCOCCOCCNc1nc(N2CCOCC2)nc(N2CCN(C(=O)[C@H]([C@@H](C)CC)n3cc([C@@H](N)CO)nn3)CC2)n1,0.01

# Next results:
CHT inh	Kir21 inh	SMILES
i	0.39	Cc1ccc(NC(=O)CC(=O)NCCN2CCOCC2)cc1
i	0.38	CCOC(=O)N1CCN(C(=O)Nc2cccc3ccccc23)CC1
i	3.5	CCc1c(C)sc(NC(=O)c2cc(C)on2)c1C#N
i	0.75	CCOC(=O)c1nnn(CC(=O)Nc2cccc(OC)c2)c1C(=O)OCC
i	-0.4	CC1=C(C(=O)N2CCCCC2)C2(CCC(C)CC2)OC1=O (stereo not given)
i	0.9	COC(=O)c1cc(S(=O)(=O)NCC2CCN(Cc3cccc(F)c3)CC2)cn1C
i	-1.3	CC(C)c1ccc(S(=O)(=O)c2n[nH]n3c2nc(=O)c2ccccc23)cc1
i	-1.7	COc1cc(C(=O)Oc2ccc(Br)cc2C(=S)N2CCOCC2)cc(OC)c1OC
i	-0.06	COc1ccc(-c2c3c(=O)n(C)c(=O)n(C)c3cn2Cc2cccnc2)cc1
i	1.2	Cc1ccc(S(=O)(=O)NC(=O)Nc2cc(C(C)(C)C)on2)cc1
i	-2.5	CN1CCN(NC(=S)NC(C)(C)CC(C)(C)C)CC1
i	-1.9	CCOC(=O)N1CCC(N2Cc3cccc(C(=O)Nc4ccc(CC)cc4)c3C2=O)CC1
i	-0.69	CCOC(=O)c1cc(-c2ccccc2)n[nH]1
i	0.62	COc1ccccc1NC(=S)N1CCNC(=O)C1CC(=O)Nc1cccc(C)c1 (stereo not given)
i	0.62	COc1ccc(O)c(C(=O)c2cc(C#N)c(=O)n(-c3ccc(Cl)cc3)c2)c1
i	-2.5	Cc1cc(C(C)(C)C)ccc1OCC(=O)N/N=C\c1c(C)n(C)n(-c2ccccc2)c1=O
i	1.7	COc1cccc(/C=C/C(=C2/C(=O)N(c3ccccc3)N=C2C)c2ccc(Br)cc2)c1OC
i	0.36	CCOc1cc(C(=O)NCCOC)cc(OCC)c1OCC
i	0	CCOC(=O)C1=C(C)NC(=O)NC1c1cccc(O)c1 (stereo not given)
i	0.4	O=C(CNC(=O)Cc1ccccc1)NCC(=O)OCc1ccc(C(=O)c2ccccc2)cc1
i	1.2	Cc1ccc(-n2[nH]c(C)c(C=Nc3ccc4[nH]c(=O)[nH]c4c3)c2=O)cc1
i	0.17	COc1ccc(C2C(C(=O)NC(C)C)c3ccccc3C(=O)N2C)cc1OC (stereo not given)
i	0.02	CCOC(=O)N1CCC(NC(=O)CN(c2ccc(C(C)C)cc2)S(=O)(=O)c2c(C)nn(C)c2C)CC1
i	-0.49	Cc1cccc(N2CC(c3nc4ccccc4n3C)CC2=O)c1C (stereo not given)
i	-1.1	O=C(c1ccc2c(c1)OCCCO2)c1cccs1
i	0.34	O=C(NC(=S)Nc1ccccc1O)c1ccc(-c2ccc(Cl)cc2)o1
i	1.9	COc1cccc(/C=N/NC(=O)CNC(=O)COc2ccccc2)c1O
i	-1.2	CC1=C(C(=O)OCCC#N)C(c2cc3c(cc2Br)OCO3)NC(=O)N1 (stereo not given)
i	0.42	CCN1CCCC1CNCc1ccc(Cl)cc1Cl (stereo not given)
i	0.92	Cc1ccc(NC(=O)/C(=C\c2cccc(Br)c2)NC(=O)c2ccco2)cc1
i	0.75	O=C(Nc1ccncc1)C1CCN(S(=O)(=O)c2ccccc2C(F)(F)F)CC1
i	1	Cc1ccc(CNC(=O)C2CCC(CNc3c(N4CCOCC4)c(=O)c3=O)CC2)cc1 (stereo not given)
i	0.02	CCCCCC/C(=N\NS(C)(=O)=O)c1ccccc1
i	0.81	N#Cc1ccc(C23CC4(C2)[C@H](CN(Cc2cccnc2)[C@@H]4c2ccccc2)C3c2ccccc2)cc1 (stereo not given in full)
i	-0.19	Nc1ccc(Oc2c(Cl)cccc2Cl)nc1
i	0.76	CCOc1ccc(NC(=O)NCC2CCN(Cc3ccc(F)cc3)CC2)cc1
i	-1.5	O=C1[C@@H]2[C@@H]3C[C@@H]([C@H]4ON=C(c5ccc(Cl)cc5Cl)[C@@H]34)[C@@H]2C(=O)N1C1CCCCC1
i	0	COc1cccc(C(=O)NC(C)C(c2cccs2)N2CCOCC2)c1 (stereo not given)
i	0.53	COc1ccc(C(=O)NC2CCN(C(=O)NCc3ccccc3)CC2)cc1
i	0.03	COc1ccc(/C=N/NS(=O)(=O)c2ccccc2)cc1OC
i	0	O=C1CCN(CCCc2ccccc2)CCN1[C@H](CO)Cc1ccccc1
i	0.53	CCCOc1ccccc1C1NC(=O)NC(C)=C1C(=O)OCc1ccccc1 (stereo not given)
i	-0.67	Cc1sc2ncn(CC(=O)NCCCC(=O)N3CCCCC3)c(=O)c2c1C
i	1.4	CC(=O)n1c2c(c3ccccc31)OC(N)=C(C#N)C2c1ccc(C(C)C)cc1 (stereo not given)
i	-0.03	O=C(COc1ccc(-c2nnco2)cc1)N1CCN(S(=O)(=O)c2ccc3ccccc3c2)CC1
i	0.94	CC(C)(C)C(=O)Nc1nc(-c2ccccc2)ns1
i	0.62	Cc1sc2nc(C(C)Sc3n[nH]c(N)n3)[nH]c(=O)c2c1C (stereo not given)
i	0.44	O=C(Nc1ncccn1)C1CCCCC1
i	-0.06	O=C1NC(=Nc2cccc(Cl)c2)SC1Cc1cccc(Cl)c1Cl (stereo not given)
i	-0.49	O=C(Cc1ccccc1)N/N=C/c1ccccn1
i	0.25	O=C(NCc1ccc(F)cc1)C(c1cccnc1)N(C(=O)c1csnn1)c1ccccc1 (stereo not given)
-6.4*	1.7	CCC(Oc1ccc2c(c1)C(=O)CC(C)(C)O2)C(=O)NCCN1CCCCCC1 (stereo not given)
i	-1.1	CC(Oc1ccccc1)C(=O)Nc1nnc(S(=O)(=O)Nc2ccccc2)s1 (stereo not given)
i	-1	CCOC(=O)/C(=C/c1ccc(OC(=O)c2ccncc2)cc1)C(C)=O
i	-1	O=C(CSc1ccc2c(c1)OCCO2)NCCc1ccc(Cl)cc1Cl
i	0.59	CCn1c(/C=C/c2ccccc2[N+](=O)[O-])nc2ccccc2c1=O
i	0.03	COCCN(C(=O)CSc1nnc(Nc2ccc(C)cc2)s1)c1c(N)n(CC(C)C)c(=O)[nH]c1=O

# Grouped by structure, those above with a furan ring, fused or not (10)
CHT inh	Kir21 inh	SMILES
i	0.03	O=C(NCc1ccccc1Cl)c1ccc(CS(=O)(=O)c2ccccc2)o1
i	0	CCOC(=O)CSc1nc2c(sc(=S)n2CCc2ccccc2)c(=O)n1Cc1ccco1
-5.1*	2.1	O=C(NCc1ccc2c(c1)OCO2)c1ccc(COc2cc(Cl)ccc2Cl)o1
i	0.75	CCOC(=O)c1ccc(CNC(=O)Cn2nnc(-c3cccc(C)c3)n2)o1
i	0.8	O=C(c1ccco1)N1CCN(C(=O)c2ccccc2NS(=O)(=O)c2ccc(F)cc2)CC1
i	-0.91	CCCCNC(=O)c1oc2ccc(S(=O)(=O)N3CCCC3)cc2c1C
i	-0.62	Fc1ccc(CSc2nnc(-c3cccnc3)n2Cc2ccco2)cc1
i	-0.4	O=C(CSc1ncnc2c1oc1ccccc12)Nc1cccc(F)c1
i	0.34	O=C(NC(=S)Nc1ccccc1O)c1ccc(-c2ccc(Cl)cc2)o1
i	0.92	Cc1ccc(NC(=O)/C(=C\c2cccc(Br)c2)NC(=O)c2ccco2)cc1
